Assay outcomes as filed in PubChem BioAssay.
Growth percent in the NCI-60 one-dose screen (48 h, 10 µM unless noted): 100 = growth as untreated, 0 = no growth, -100 = all killed.
TK-10 – TK-10 renal cancer cells | 81,000 compounds, 3.9% hits
A498 – A498 renal cancer cells. AID 1794774. 76,000 compounds, 5.4% hits
CAKI-1 – CAKI-1 renal cancer; AID 1794772; 75,000 compounds, 4.7% hits
786-0 – 786-0 renal cancer cells; 81,000 compounds, 5.1% hits; AID 1794775
RXF 393 – RXF 393 renal cancer cells. 77,000 compounds, 6.9% hits. AID 1794773
PC-3 – PC-3 prostate cancer cells. 80,000 compounds, 3.9% hits
SN12C – SN12C renal cancer cells. 81,000 compounds, 3.8% hits. AID 1794767
ACHN – ACHN renal cancer | AID 1794771 | 81,000 compounds, 4.9% hits
UO-31 – UO-31 renal cancer; 81,000 compounds, 5.2% hits
The depositor's hits bear a star; x = no result given; & = joins results of further samples. How the source made its calls: active means growth percent below 10; inactive means the rest.

SMILES | TK-10 | A498 | CAKI-1 | 786-0 | RXF 393 | PC-3 | SN12C | ACHN | UO-31
C=C1CCC2C3(C)COC(c4ccc(NC(C)=O)cc4)OC3CCC2(C)C1C/C=C1/C(=O)OCC1O (configuration not stated) | 75 | 57 | 88 | 57 | 63 | 42 | 92 | 66 | 68
O=P(c1ccc(F)cc1)(c1ccc(F)cc1)c1ccc(F)cc1 | 114 | 99 | 102 | 106 | 102 | 105 | 101 | 95 | 78
Cc1ccccc1-c1cc(-c2ccc(F)cc2)c(C#N)c(=O)[nH]1 | 102 | 92 | 88 | 94 | 103 | 94 | 97 | 93 | 85
Nn1c(NNC(=O)C2CCCN2)n[nH]c1=S (configuration not stated) | 104 | 86 | 99 | 100 | x | 95 | 102 | 104 | 93
COC(=O)/C=C/c1cc(OC)c2c(c1)[C@@H](C(=O)OC)[C@H](c1ccc(OC)c(OC)c1)O2 | 64 | 22 | x | 38 | -12* | 33 | 45 | 44 | 46
COc1ccc(-c2nn(-c3ccccc3)cc2C2Nc3ccccc3S2)cc1 (configuration not stated) | 76 | 62 | 82 | 93 | 77 | 85 | 88 | 77 | 76
Cc1ccc(Nc2ncnc3sc4c(c23)CCN(Cc2ccccc2)C4)cc1 | 156 | 85 | 73 | 98 | 79 | 80 | 91 | 82 | 55
Nc1ccc2ccccc2c1Cl | 119 | 103 | 49 | 96 | 127 | 77 | 90 | 74 | 57
COc1cccc(/C=C2\SC(=Nc3ccc(NC(C)=O)cc3)NC2=O)c1OC | 98 | 59 | 68 | 68 | 83 | x | 95 | 82 | 61
O=C(/C=C/c1cc2ccccc2[nH]c1=O)c1ccc(Nc2nccc(-c3ccc4ccccc4c3)n2)cc1 | 105 | 82 | 94 | 96 | 110 | 100 | 90 | 102 | 94
C=CCn1c(SCC(=O)Nc2ccc(C(=O)/C=C/c3ccccc3)cc2)nnc1-c1ccc(OC)c(OC)c1 | 88 | 75 | x | 76 | 86 | 68 | 75 | 87 | 56
Cc1onc(-c2c(F)cccc2Cl)c1-c1ncc(-c2ccc(Cl)cc2)o1 | 54&84 | 86&70 | 32&14 | 32&74 | 53&90 | 35&31 | 37&72 | 31&46 | 38&53
COC(=O)C1=C(C(=O)c2ccccc2)C2(C(=O)Nc3ccccc32)C(C#N)=C(N)O1 (configuration not stated) | 129 | 118 | 95 | 110 | 119 | 93 | 109 | 115 | 83
c1ccc(-c2csc(Nc3nc(-c4ccccc4)nc4ccccc34)n2)cc1 | 155 | x | 85 | 99 | 102 | 99 | 96 | 97 | 86
C/C=C/C=N\Nc1ccc([N+](=O)[O-])cn1 | 104 | 111 | x | 96 | 120 | 91 | 118 | x | 80
O=C(Nc1cccc2ncccc12)c1sc2ccccc2c1Cl | 131 | 98 | 89 | 99 | 116 | 94 | 89 | 90 | 61
Cc1noc(NS(=O)(=O)c2ccc(N=Nc3ccc(N)nc3N)cc2)c1C | 137 | 81 | 100 | 113 | 104 | 104 | 103 | 110 | 93
O=C(Nc1ccccc1)Nc1ccc([N+](=O)[O-])cc1 | 69 | 70 | 80 | 87 | 112 | 47 | x | 67 | 61
N#CC1=C(/N=C/c2ccccc2)Oc2c(ccc3ccccc23)C1c1ccc([N+](=O)[O-])cc1 (configuration not stated) | 166 | x | 70 | 102 | 98 | 79 | 93 | 88 | 60
Nc1nc2ccc3[nH]ncc3c2c2c1CCCC2 | 4.7* | x | 6.7* | 6.2* | -51* | 3.4* | 11 | 3.7* | 6.0*
Cc1ccc(NC(=O)NCn2c(=O)[nH]c3ccccc3c2=O)cc1 | 72 | 90 | 61 | 51 | 30 | 84 | 69 | 35 | 45
O=c1[nH]c(NCCO)nc2[nH]ncc12 | 119 | 113 | 106 | 95 | 111 | 95 | 102 | 106 | 95
CCOC(=O)C(Nc1ccccc1)c1ccc(N(CC)CC)cc1 (configuration not stated) | 93 | 86 | 99 | 98 | 109 | 98 | 99 | 94 | 86
COc1cc(/C=N\N=C\c2cc(OC)c(OC)c(OC)c2)cc(OC)c1OC | 93 | 89 | 96 | 103 | 105 | 85 | x | 102 | 83
CCCCCCCCCCCCCCCCCCN=Cc1ccccc1O | x | 99 | 82 | 92 | 86 | 68 | 101 | 88 | 82
O=Nc1ccc(O)cc1O | 124 | 113 | x | 108 | 98 | 96 | 113 | 104 | 81
CN1CCN(CC(=O)Nc2ccc3ncnc(Nc4ccc(Oc5cccc(C(F)(F)F)c5)c(Cl)c4)c3c2)CC1 | 42 | 36 | -19* | -76* | -79* | 43 | 51 | -63* | 22
CCOC(=O)c1ccc(Nc2nc(NN)nc(-c3ccc(OC)cc3)c2C#N)cc1 | 120 | 118 | 105 | 99 | 124 | 85 | 114 | 113 | 94
O=C(Nc1cc(Cl)ccc1Cl)Nc1ccc(Cl)cc1C(=O)c1ccccc1 | 102 | 108 | 51 | 75 | 60 | 27 | 49 | 53 | x
Oc1ccc(Cl)cc1Cc1cc(Cl)ccc1O | 113 | 64 | 84 | 76 | 50 | 24 | 11 | 26 | 23
CN(CCn1ccnc1[N+](=O)[O-])c1ccc(/C=C/C(=O)c2ccccc2O)cc1 | 102 | 109 | 70 | 79 | 66 | 79 | 74 | 84 | 62
O=C(Cn1c2ccccc2c2ccncc21)N/N=C\c1ccc2ccccc2c1 | 55 | 85 | x | -4.0* | 1.7* | 14 | 20 | 5.0* | -28*
CC(C)(O)c1cncc(-c2ccc3ncnc(NCc4ccccc4)c3c2)c1 | 43 | 5.8* | 43 | 76 | -7.4* | 84 | 58 | 66 | 37
C=CCn1c(SC/C(=N\O)c2ccc(C)cc2)nnc1-c1c[nH]c2ccccc12 | 127 | x | 80 | 102 | 105 | 92 | 88 | 89 | 65
CC(C)=CCc1cc2c(cc1O)C1=C(C(=O)C3=C(NCCS3(=O)=O)C1=O)C(C=C(C)C)O2 (configuration not stated) | 122 | 95 | x | 59 | 57 | 16 | -43* | 62 | 42
CC([C@H]1CCC2C3CCC4C(=O)C(NC=O)=CC[C@]4(C)C3CC[C@@]21C)N(C)C (some centres not stated) | 84 | 65 | 58 | 46 | -53* | 27 | 42 | 58 | -65*
COc1ccc2[nH]c(=O)c(CSc3ccc(Nc4nccc(-c5ccc(Cl)cc5)n4)cc3)cc2c1 | 124 | 141 | 76 | 109 | x | 83 | 84 | 90 | 86
CCCOc1cc2ccccc2cc1C(=O)Nc1nc(N)c2c(ccc3nccc32)[nH]1 | -37* | -88* | -47* | -72* | -77* | -28* | -64* | -81* | -65*
CCCCCCCCC/C(=N\NC(=O)c1ccncc1)c1ccc(O)c(O)c1O | 43 | 45 | 14 | 11 | 19 | 47 | 26 | 16 | 21
COc1ccc(/C=C/C(=O)c2ccc(NC(=O)CSc3nnc(-c4ccc(-c5nc6ccc(Cl)cc6[nH]5)cc4)o3)cc2)cc1 | 122 | 108 | 98 | 104 | 102 | 93 | 89 | 105 | 90
CC(=O)c1ccnc2c(O)c(CN3CCOCC3)ccc12 | 99 | 96 | 38 | 103 | 90 | 87 | 104 | 42 | 34
C#CCC1(c2cc3ccccc3s2)NS(=O)(=O)c2ccccc21 (configuration not stated) | 88 | 112 | 92 | 89 | 107 | 77 | 106 | 105 | 86
CC(=O)OC1CCC2(C)C(=CCC3C2CCC2(C)C3CC3ON=C(C)C32)C1 (configuration not stated) | 113 | 126 | 113 | 103 | 123 | 99 | 101 | 104 | 83
CC(=O)NC(C)(C)CC(C)(C)C | 106 | 107 | 102 | 108 | 121 | 103 | 105 | 108 | 94
CCCCCCCCCC(=O)Oc1ccc(/C(=C(/C)Cc2cccc(OC)c2)c2ccc(OCCN3CCCCC3)cc2)cc1 | 105 | x | 88 | 92 | 86 | 94 | 96 | 107 | 81
CCN1CCN(c2ccc(Nc3ncnc4c3nnn4CCc3cc(OC)cc(OC)c3)cc2)CC1 | 114 | 66 | 102 | 100 | 98 | 82 | 94 | 106 | 81
CCCCCOCC#N | 102 | 98 | 89 | 94 | 109 | 99 | 99 | 102 | 73
CCNC(=O)NNC(=O)c1ccncc1 | 105 | 109 | 110 | 111 | 115 | 108 | 106 | 114 | 94
CCCCn1c(-c2ccc(C(=O)O/N=C(\N)c3ccc(OC)cc3)cc2)nc(-c2ccccc2)c1-c1ccccc1 | -79* | 21 | -46* | -64* | -50* | -7.4* | -63* | -98* | -94*
Cc1cc(Br)ccc1S(=O)(=O)c1ccccc1 | 106 | 96 | x | x | 106 | 87 | 97 | 100 | x
Cc1ccc(NC(=O)Nc2ncn[nH]2)c(C)c1 | 111 | 72 | 100 | 105 | 95 | 106 | 90 | 100 | 71
CCOc1ccccc1/C=N/N1CCCCCC1 | 104 | x | 86 | 119 | 100 | x | x | 104 | x
CN1C(=O)/C(=C/c2ccco2)S/C1=N/c1nccs1 | 130 | 107 | 92 | 98 | 111 | 98 | 100 | 100 | 81
NS(=O)(=O)c1ccc(Nc2nc(N/N=C/c3cn(-c4ccccc4)nc3-c3ccccc3)nc(Nc3ccccc3)n2)cc1 | 120 | 140 | 116 | 97 | 80 | 82 | 93 | 94 | 76
Fc1cc(-c2n[nH]c(=S)n2/N=C/c2ccc(Cl)cc2Cl)c(Cl)cc1Cl | 106 | x | 62 | 105 | 107 | 93 | 97 | 105 | 81
O=C(NNc1ccccc1)c1ncc[nH]1 | 78 | 98 | 3.4* | 75 | 107 | 72 | 72 | 14 | 12
Cc1ccc2nc(C[n+]3ccc4ccccc4c3)ccc2c1 | 95 | 81 | 98 | 92 | 94 | 38 | 39 | 101 | 86
COc1cc(C(=O)NCC(=O)NN=C(C)C)cc(OC)c1OC | 132 | 110 | 109 | 101 | 133 | 113 | 105 | 116 | 80
CC1(C)C(=O)/C(=C\c2ccccn2)C[C@]2(C)[C@H]3CC[C@@H]4[C@@H](C(=O)/C=C/c5ccccn5)CC[C@@]4(C)[C@]3(C)CC[C@@H]12 | -22* | -81* | -20* | -69* | -91* | 9.6* | -4.1* | -89* | -100*
CC(C)(C)c1ccc(O)c(CNc2ccccc2)c1 | 93 | 91 | 96 | 104 | 92 | 95 | 98 | 100 | 81
Additional records:
SMILES | TK-10 | A498 | CAKI-1 | 786-0 | RXF 393 | PC-3 | SN12C | ACHN | UO-31
COc1ccc(Nc2ncnc3onc(-c4ccccc4)c23)cc1OC | 125 | 89 | 92 | 106 | 104 | 104 | 99 | 98 | 78
CN1C(=O)C2(SCC(C(=O)NC(C)(C)C)N2C(=O)C2CCCCC2)c2ccccc21 (configuration not stated) | 111 | 101 | x | 100 | 117 | 97 | 102 | 110 | 93
O=C(O)c1cc(I)cc(I)c1O | 98 | 90 | 96 | 86 | 109 | 96 | 94 | 103 | 86
O=C(OCc1ccccc1)c1ccc2c(c1)NC(=O)[C@H]1CCCN21 | 106 | 76 | x | 106 | 112 | 98 | 100 | 103 | 86
CSc1cc(=O)[nH]c(N)n1 | 97 | 65 | x | 104 | 108 | 100 | 104 | x | 103
N/C(=N\c1nc2ccccc2s1)NC(=O)NCCCCCCO | 51 | 61 | 32 | 59 | 44 | 47 | 46 | 39 | 43
COc1cc(-c2c(C#N)c(N)nn2C(=O)c2ccc(NC(=O)c3ccccn3)cc2)ccc1O | 111 | 101 | 87 | 102 | 107 | 89 | 106 | 89 | 101
CCCCOC(=O)c1ccccc1OC | 112 | 128 | 116 | 110 | 96 | 87 | 117 | 103 | 71
C=C(C)COC(OCC(=C)C)C(C)C | 109 | 83 | 89 | 105 | 115 | 85 | 92 | 108 | 84
CC[N+](CC)(CCCC(C)[N+]1(Cc2ccccc2)C(C)=CC=C1C)Cc1ccccc1 (configuration not stated) | 94 | 88 | 101 | 99 | x | 73 | 85 | 100 | 91
CC(=O)/C(C)=N\OC(=O)Nc1ccccc1 | 97 | 101 | 98 | 100 | 125 | 97 | 107 | 101 | 81
NCC(=O)NC1CCCCC1 | 99 | 112 | 107 | 102 | 109 | 94 | 93 | 111 | 94
COc1cc(-c2nn(C(C)(C)C)cc2-c2ccnc(NCCCNS(=O)(=O)c3ccc(C(F)(F)F)cc3)n2)ccc1F | 113 | 76 | 64 | 91 | 67 | 48 | 77 | 91 | 68
N#CC1=C(N)Oc2cc3ccccc3cc2C1c1ccccc1Cl (configuration not stated) | 199 | 110 | 75 | 99 | 98 | 81 | 94 | 92 | 60
COc1ccc(-c2nc3ccc(Cc4ccc5nc(-c6ccc(OC)cc6)[nH]c5c4)cc3[nH]2)cc1 | 75 | 102 | 56 | 90 | 94 | 43 | 42 | 85 | 89

Individual results from the results shown:
Nn1c(NNC(=O)C2CCCN2)n[nH]c1=S (configuration not stated) in UO-31 → 93
CC(C)=CCc1cc2c(cc1O)C1=C(C(=O)C3=C(NCCS3(=O)=O)C1=O)C(C=C(C)C)O2 (configuration not stated) in PC-3 → 16

Arranged by molecular weight (highest first): some entries from above.
SMILES | TK-10 | A498 | CAKI-1 | 786-0 | RXF 393 | PC-3 | SN12C | ACHN | UO-31
COc1cc(-c2nn(C(C)(C)C)cc2-c2ccnc(NCCCNS(=O)(=O)c3ccc(C(F)(F)F)cc3)n2)ccc1F | 113 | 76 | 64 | 91 | 67 | 48 | 77 | 91 | 68
COc1cc(-c2c(C#N)c(N)nn2C(=O)c2ccc(NC(=O)c3ccccn3)cc2)ccc1O | 111 | 101 | 87 | 102 | 107 | 89 | 106 | 89 | 101
O=C(O)c1cc(I)cc(I)c1O | 98 | 90 | 96 | 86 | 109 | 96 | 94 | 103 | 86
N/C(=N\c1nc2ccccc2s1)NC(=O)NCCCCCCO | 51 | 61 | 32 | 59 | 44 | 47 | 46 | 39 | 43
CC(=O)/C(C)=N\OC(=O)Nc1ccccc1 | 97 | 101 | 98 | 100 | 125 | 97 | 107 | 101 | 81
